CHRM4 PAM – CHRM4 positive allosteric modulation; AID 624126; CHO-K1 hM4/Gqi5, Fluo-8 calcium fluorescence, ACh EC20; 0% = ACh EC20, 100% = maximal ACh; activation, % at 3 µM; P08173; 360,000 compounds, 0.4% hits;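 active = activation above its plate's cutoff, the mean activation of sample wells plus 3 SD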; note: some results filed as inactive read as strong as hits
M5 ag – agonists of human muscarinic M5 receptor (CHRM5) | P08912 | CHO-K1 hM5 cells, Fluo-8 calcium fluorescence; 0% DMSO wells, 100% maximal acetylcholine response | activation, % at 3 µM | 360,000 compounds, 0.19% hits;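 active = activation above the run's mean over test compounds plus 3 SD, cut at about 23% in these data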;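 note: signal is peak over basal fluorescence ratio across the kinetic read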
Target sequence (P08912 whole entry, looked up): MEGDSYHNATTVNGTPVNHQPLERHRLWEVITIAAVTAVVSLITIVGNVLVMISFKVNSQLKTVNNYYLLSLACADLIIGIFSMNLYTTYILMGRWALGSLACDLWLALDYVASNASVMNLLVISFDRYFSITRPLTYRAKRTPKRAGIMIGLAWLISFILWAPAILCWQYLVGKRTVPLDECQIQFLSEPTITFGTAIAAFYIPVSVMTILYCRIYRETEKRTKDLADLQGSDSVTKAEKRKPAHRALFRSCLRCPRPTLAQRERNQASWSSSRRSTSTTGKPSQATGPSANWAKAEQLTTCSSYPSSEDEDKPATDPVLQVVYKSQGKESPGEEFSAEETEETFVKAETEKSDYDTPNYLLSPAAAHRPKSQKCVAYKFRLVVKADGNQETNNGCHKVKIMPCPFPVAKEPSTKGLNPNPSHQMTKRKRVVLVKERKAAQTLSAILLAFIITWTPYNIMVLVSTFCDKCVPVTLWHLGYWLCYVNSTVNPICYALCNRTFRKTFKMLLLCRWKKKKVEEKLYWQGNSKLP
M4 antag – blocks acetylcholine activation of human M4 receptor. P08173. CHO-hM4 cells, ACh EC80, Fluo-8 calcium fluorescence. inhibition, % at 3 µM. 360,000 compounds, 0.73% hits;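 active = inhibition above its plate's cutoff, the mean inhibition of sample wells plus 3 SD, cut at about 27% in these data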;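 note: 0% = acetylcholine EC80 with DMSO and 100% = DMSO without agonist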
CHRM5 PAM – potentiates acetylcholine response at human M5 receptor. P08912. CHO-K1 hM5, Fluo-8 calcium, ACh EC20 PAM; 0% = ACh EC20, 100% = ACh EC100. activation, % at 3 µM. 360,000 compounds, 0.3% hits. AID 624038;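 active = activation above the run cutoff, the mean activation of all test compounds plus 3 SD, cut at about 18% in these data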
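System: CHO-K1 cell line with stable human muscarinic M5 receptor expression | Also added: EC20 acetylcholine as agonist stimulus | Compound: One concentration, 3 µM final (nominal) | Timing: Fluo-8 loading 80 min at 37 °C plus 30 min room temperature | Measured by: Fluo-8 calcium dye fluorescence, kinetic read | Read-out basis: % activation, ACh-normalized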
CHRM5 antagonist – CHRM5 antagonism in calcium assay | CHO-hM5 cells, Fluo-8 calcium fluorescence, ACh EC80 | 360,000 compounds, 0.59% hits | P08912 | inhibition, % at 3 µM;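 active = inhibition above a per-plate cutoff, the mean of that plate's test compounds plus 3 SD, cut at about 27% in these data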;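 note: 0% = acetylcholine EC80 with DMSO and 100% = DMSO without agonist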
CHRM1 antagonist – antagonists of human M1 muscarinic receptor. CHO-K1 hM1, Fluo-8 calcium fluorescence, ACh EC80 antagonist. AID 588852. inhibition, % at 3 µM. P11229. 360,000 compounds, 1.3% hits;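 active = percent inhibition above its own plate's cutoff, namely the mean of that plate's compound wells plus 3 SD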;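 note: peak over basal fluorescence ratio during 140 s after agonist addition; 0% = ACh EC80 plus DMSO and 100% = DMSO alone without agonist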
Target sequence (P11229 whole entry, looked up): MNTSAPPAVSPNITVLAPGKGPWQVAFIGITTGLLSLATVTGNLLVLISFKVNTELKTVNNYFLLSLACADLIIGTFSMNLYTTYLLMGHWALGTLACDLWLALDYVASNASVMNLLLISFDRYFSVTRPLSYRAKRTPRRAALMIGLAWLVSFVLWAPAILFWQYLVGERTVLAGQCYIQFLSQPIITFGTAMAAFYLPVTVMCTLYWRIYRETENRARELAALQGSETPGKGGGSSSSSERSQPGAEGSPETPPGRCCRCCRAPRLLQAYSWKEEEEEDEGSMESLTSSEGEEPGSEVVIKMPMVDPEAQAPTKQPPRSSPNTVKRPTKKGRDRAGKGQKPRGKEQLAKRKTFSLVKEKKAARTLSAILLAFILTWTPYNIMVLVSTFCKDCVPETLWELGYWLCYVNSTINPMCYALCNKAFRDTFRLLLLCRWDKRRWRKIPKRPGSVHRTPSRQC
CHRM1 PAM – human CHRM1 positive allosteric modulation. activation, % at 3 µM. CHO-K1 hM1, Fluo-8 calcium fluorescence, ACh EC20; 0% = ACh EC20, 100% = maximal ACh. P11229. 360,000 compounds, 0.088% hits; in the data active = activation above about 19%, passing the limit was not always enough
CRFBP-R2 agonist – agonists of human CRF-binding protein/CRF-R2 receptor complex | HEK293 CRF-R2/CRF-BP, calcium dye fluorescence (FLIPR); percent of saturating CRF peptide response | activation, % at 13.2 µM | 350,000 compounds, 0.46% hits;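 active = activation of at least 50%, plus an integration ratio under a set limit after plate pattern correction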;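 note: plate controls were neutral control wells without compound for no effect and CRF at EC100 for full effect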
CHRM4 agonist – agonists of human muscarinic M4 receptor (CHRM4) | P08173 | CHO-K1 hM4/Gqi5, Fluo-8 calcium fluorescence; vehicle 0%, full acetylcholine response 100% | activation, % at 3 µM | 360,000 compounds, 0.14% hits;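 active = activation above the run mean over all test wells plus 3 SD, cut at about 32% in these data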;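 note: peak over basal fluorescence ratio per well then scaled between controls; 0% = DMSO wells and 100% = acetylcholine at EC100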
An asterisk follows results filed as active; nt = not tested or not shown.

compound,M4 antag,CRFBP-R2 agonist,CHRM4 agonist,M5 ag,CHRM4 PAM,CHRM1 PAM,CHRM5 antagonist,CHRM1 antagonist,CHRM5 PAM
Cc1ccc(S(=O)(=O)n2ccc3c(OCCOCCSCC(NC(=O)OC(C)(C)C)C(=O)O)cccc32)cc1 (stereo not drawn),14,1.5,-1,-7,-9,3,7,-2,-8
Cc1cc(C)cc(OCC(=O)N(Cc2ccco2)c2c(N)n(Cc3ccccc3)c(=O)[nH]c2=O)c1,6,-1.7,0,5,3,7,1,1,6
COC(=O)CNc1nc(Cl)nc(Nc2ccc(C)cc2)n1,-8,-4.6,0,-4,7,19,-14,-17,-2
O=C(Nc1ccccc1)Nc1ccc2ccccc2n1,-2,0.6,0,-2,4,6,7,-12,-1
CN(C)c1ccc(C(CNC(=O)c2cccs2)N(C)C)cc1 (stereo not drawn),0,-1.7,1,-6,-3,7,16,-8,-2
O=C(c1ccccc1)C1CCN(C(=O)C2CCC(=O)N(Cc3cccc(F)c3)C2)CC1 (stereo not drawn),-6,6.9,2,0,0,-1,-6,3,1
CCOc1ccc(C2C(C(=O)NC)=C(C)Nc3nc4ccccc4n32)cc1OC (stereo not drawn),-4,3.4,-1,-1,7,2,-4,-3,0
CSc1ccccc1NC(=O)Cn1nc([N+](=O)[O-])c(Cl)c1C,2,-0.8,1,-2,0,-3,7,3,-6
Nn1c(SCC(=O)Nc2ccccc2)nnc1C1CCCCC1,-11,-0.2,1,1,7,6,-4,-18,4
Cc1ccc(C2C(C#N)=C(N)Oc3cc(N)ccc32)cc1 (stereo not drawn),15,-2.1,1,1,-6,8,7,-15,-1
CSc1nnc(SCC2=NNC(=O)SC2)s1,-2,-0.9,0,0,4,-5,8,4,-4
Cc1ccccc1C1=C/C(=C(\SS/C(C(=O)c2ccc(OCC(=O)O)c(Cl)c2Cl)=C2\C=C(c3ccccc3C)SS2)C(=O)c2ccc(OCC(=O)O)c(Cl)c2Cl)SS1,-8,-2.8,1,0,2,8,16,-17,-9
O=C(Nc1ccc(-n2nncc2-c2ccco2)cc1)c1ccc(F)cc1,22,-1.3,5,-3,-4,10,12,-15,-10
CN(NC(=O)Nc1ccc(Cl)cc1)c1ncc(C(F)(F)F)cc1Cl,10,7.5,9,4,-12,-3,11,2,-10
CCN(CC)C(=O)COc1ccc(/C(C)=N/Nc2ncc(Cl)cc2Cl)cc1,-5,-0.7,-1,-4,-8,-1,5,4,-7
COC(=O)CSc1nc(NCc2ccccc2)nc(N(C)C)n1,-13,0.5,1,2,10,6,12,-15,1
COc1ccccc1CN(C)C(=O)CSc1nnc(C2CC2)n1C1CC1,-1,0.5,1,5,15,16,-8,-10,15
O=C(NCc1ccccc1)C1c2ccccc2OCC(=O)N1Cc1cccnc1 (stereo not drawn),-3,nt,0,3,10,nt,4,nt,3
Cc1cc(N2CCN(C)CC2)nc2ccc(NC(=O)CCC(=O)NCCC3=CCCCC3)cc12,-4,-0.4,1,1,2,4,0,-9,6
Cc1ccccc1NC(=O)Cc1nc(COC(=O)CNS(=O)(=O)c2cccc(Br)c2)cs1,-10,-0.8,5,-4,1,9,12,-13,-5

Complete entries as entered above. Order of screens: M4 antag | CRFBP-R2 agonist | CHRM4 agonist | M5 ag | CHRM4 PAM | CHRM1 PAM | CHRM5 antagonist | CHRM1 antagonist | CHRM5 PAM
CSc1nnc(SCC2=NNC(=O)SC2)s1 as listed: -2 | -0.9 | 0 | 0 | 4 | -5 | 8 | 4 | -4
O=C(NCc1ccccc1)C1c2ccccc2OCC(=O)N1Cc1cccnc1 (stereo not drawn) as listed: -3 | nt | 0 | 3 | 10 | nt | 4 | nt | 3
Cc1cc(C)cc(OCC(=O)N(Cc2ccco2)c2c(N)n(Cc3ccccc3)c(=O)[nH]c2=O)c1 as listed: 6 | -1.7 | 0 | 5 | 3 | 7 | 1 | 1 | 6

Later entries
compound,M4 antag,CRFBP-R2 agonist,CHRM4 agonist,M5 ag,CHRM4 PAM,CHRM1 PAM,CHRM5 antagonist,CHRM1 antagonist,CHRM5 PAM
COc1ccc(CNC(=O)CCNS(=O)(=O)c2ccc(Br)s2)cc1,-10,0.0,3,-1,-5,4,13,-10,-4
CC1(C(=O)NCc2ccccc2)CSCC(=O)N1Cc1cccc(F)c1 (stereo not drawn),-12,nt,6,0,8,nt,-9,nt,10
Cc1ccc2oc(=O)c3cnn(CC(=O)N(CCCN4CCOCC4)Cc4ccco4)c3c2c1,-14,0.3,4,1,3,14,-1,-18,-5
CCCCCCCCCCCCCCCC[n+]1ccc(/C=N/O)cc1,14,-1.6,1,-7,-13,-24,28*,31*,-17
CC1CCN(S(=O)(=O)c2cnc(Cl)c(Br)c2)CC1,-9,0.0,-1,-3,4,-9,9,2,-9
Cc1ccc(Cn2c(CCNc3nc(-c4ccc(Cl)c([N+](=O)[O-])c4)cs3)nc3cc(Cl)c(Cl)cc32)cc1,3,-1.5,0,-2,0,11,12,-12,1
O=C1Nc2ccccc2C(=O)N2c3ccccc3NC(=O)C12 (stereo not drawn),3,nt,1,1,0,7,-5,-32,-1
COC(=O)c1c(NC(=O)C2CC(C)=C(C)CC2C(=O)O)sc2c1CCCCC2 (stereo not drawn),6,-1.5,0,-1,1,1,9,-3,-3
CCN1C(=O)/C(=C\c2cccs2)C(C(=O)OC)=C1C,-6,-2.9,1,-4,-2,1,11,-7,-3
NC(Cc1c[nH]c2ccccc12)C(=O)Nc1ccccc1 (stereo not drawn),10,-0.7,2,2,-6,-3,4,0,-5
CC1=NN(c2ccc(C(=O)O)c(N)c2)C(=O)C1,0,-1.0,0,3,5,5,-33,-1,18
O=C1Nc2ccc(S(=O)(=O)N3CCCC3)c3cccc1c23,5,-0.4,4,1,-4,3,2,-6,3
N#Cc1cccc(NC(=O)CCNS(=O)(=O)c2ccc3[nH]c(=O)oc3c2)c1,0,6.3,-1,-5,8,22,0,-22,7
Cc1nc(-c2ccc(F)cc2)c(CC(=O)N(C)CC(=O)Nc2ccc(F)cc2)s1,-6,0.7,0,6,4,7,2,-7,-6
O=C(NCCO)C(=O)Nc1cc2c3c(c1)CC(=O)N3CCC2,1,-0.8,-1,-4,14*,16,1,-1,8
COc1cc(OC)c(OC)cc1CNc1cc(C)ccc1OC,-10,-3.9,2,-1,10,8,1,-23,-2
CC(=O)/C(=C/N(C)C)Sc1ccc(C)cc1,0,4.0,0,-1,3,2,2,-4,-6
COC(=O)c1ccccc1NC(=O)Nc1cc(C)cc(C)n1,4,0.8,1,3,2,6,-1,-9,-2
O=C(NCCc1ccc(OC(F)F)cc1)C1CC(=O)N(c2ccc3c(c2)OCCO3)C1 (stereo not drawn),5,-2.2,2,2,-4,-2,2,-1,5
CCOc1ccccc1-n1c(SCC(=O)N(CC)CC)nnc1-c1ccccn1,-1,-0.2,1,-5,-6,5,-4,-2,6
O=C(COc1ccc2c3c(c(=O)oc2c1)CCC3)Nc1ccccn1,6,1.0,15,1,-7,-8,18,23,-11
COc1ccc(NC(=O)c2noc(C(C)C)c2[N+](=O)[O-])cc1,-12,1.5,3,0,10,13,-3,-7,8
CC1CCN(C(=O)c2cc3ccccc3o2)CC1,5,-0.1,0,-10,-3,5,-3,-4,-7
COc1ccc(C(=O)Cn2nc(CNc3ccc(Br)cc3)[n+]3c2CCCCC3)cc1,-2,3.0,1,-19,4,6,11,-8,2
CCN(CC)CCCN1C=C2C(=O)C(C)(OC(=O)CCC(=O)OC)C(=O)C(Br)=C2C=C1c1ccc(OC)cc1 (stereo not drawn),3,9.1,4,7,6,7,-6,-13,10
Cc1ccc(S(=O)(=O)NC(C)(C)CSc2nncn2N)cc1,0,0.4,1,-3,6,-5,-4,-23,-9
Cc1c(C#N)c2ccccc2n1CCOc1ccccc1F,15,0.3,6,-3,-14,-13,8,8,-12
Cc1cc(=O)oc2cc(OC(C)C(=O)NCC3CCC(C(=O)O)CC3)c(Cl)cc12 (stereo not drawn),-11,-1.9,1,2,1,4,2,-12,-2
OC(Cc1cccnc1)c1ccccc1 (stereo not drawn),-2,-3.0,0,1,5,3,16,-5,-10
CC(C)CN(C(=O)COC(=O)c1ccc(-c2ccccc2)cc1)C1CCS(=O)(=O)C1 (stereo not drawn),-4,-1.2,1,-1,5,7,13,2,5
CCOc1c(Cl)cc(CNc2ccc(N3CCCC3)cc2)cc1OC,0,1.2,1,-2,14,8,3,-11,3
CCOc1cc(C(=O)Nc2ccc(S(=O)(=O)NC3=NCCCCC3)cc2)cc(OCC)c1OCC,-6,-0.2,-1,-9,6,-7,-10,-7,-7
O=C(OCc1ccc(Cl)c(Cl)c1)c1ccccn1,5,-2.9,1,-4,12,14,-5,-10,11
CCn1cc(CNC(=O)CC2C(=O)NCCN2CC(c2ccccc2)c2ccccc2)cn1 (stereo not drawn),-3,2.7,0,-4,1,8,4,-1,4
CCN(CC)C(=O)c1[nH]cnc1C(=O)N[C@@H](Cc1ccccc1)C(=O)OC(C)(C)C,7,-0.5,1,-1,-3,-12,15,14,-2
COc1ccc([C@H]2N[C@]3(CCCN(Cc4ccc(F)cc4)C3=O)[C@H]3C(=O)N(Cc4ccccc4)C(=O)[C@@H]23)cc1,-10,0.0,4,1,2,2,6,-11,-3
CCCCn1nnnc1SCC(=O)Nc1ccc(C)cc1,-5,1.1,1,-8,1,-4,-5,4,5
CCOc1ccc(NC(=O)C2=C(C)C(=O)OC23CCC(C)CC3)cc1 (stereo not drawn),-29,25,11,-2,1,-4,-9,-6,-6
CCCSc1nc(O)c(C2OC(=O)c3c2ccc(OC)c3OC)c(=O)n1C (stereo not drawn),15,-0.1,1,2,15,9,-4,-4,4
CC(=O)c1ccc(NC(=O)CN2CCC(C(=O)c3ccc4c(c3)OCCO4)CC2)cc1,-2,0.5,9,0,-6,2,6,-9,-5
CCN(CC(=O)Nc1c(F)cccc1F)C(=O)c1cc(S(=O)(=O)N(C)C)ccc1N1CCCC1,-16,-2.3,3,-3,12,6,11,-19,-3
CS(=O)(=O)c1cnc2c(-c3ccsc3)cnn2c1N,7,0.9,0,3,-2,8,12,3,-4
COc1ccccc1[C@H]1C(c2cccc(C)c2)=NN(c2ccccc2)[C@@H]1CO,-8,1.2,-1,3,0,13,-3,-7,1
Cc1c(-c2ccc(Br)cc2)nc2ccccn12,-8,-6.8,-1,-7,-2,-11,-2,8,-1
CCC(C)Sc1nc2c(cnn2-c2ccc(C)cc2)c(=O)[nH]1 (stereo not drawn),-19,0.2,1,3,13,9,-1,-16,-2
Cn1c(N)c(C(=O)COC(=O)C2CCN(S(=O)(=O)c3cccs3)CC2)c(=O)n(C)c1=O,2,2.5,9,2,-6,13,5,-10,-4
COc1cc(-c2nn3c(-c4cccc(C)c4)nnc3s2)cc(OC)c1OC,0,-0.3,2,0,10,4,-5,-5,3
COCCn1nnnc1C(c1cccc(C(F)(F)F)c1)N1CCOCC1 (stereo not drawn),6,1.6,0,-4,4,7,-1,-4,-1

Bioassay records from PubChem BioAssay.
